# Tau fibril FP = inhibitors of human tau fibril formation. P10636. actives 0.39% (n = 280,000). K18 P301L tau heparin fibrillization, Alexa594 FP, 6 h. AID 1468. Potency, µM (doses to about 57.7 µM), without a hit: top-dose activity, negative = inhibition, hits mostly inhibitors; note: % is set by controls: 0 for no effect and ±100 for the full control effect; nearly all actives have a fitted effect of over 55% in size
# Target sequence (P10636 561-689 P618L limits assumed): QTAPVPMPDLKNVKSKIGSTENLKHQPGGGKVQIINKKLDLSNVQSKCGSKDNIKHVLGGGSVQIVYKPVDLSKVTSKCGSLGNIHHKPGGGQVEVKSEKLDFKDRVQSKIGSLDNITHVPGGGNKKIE
#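 Steps: dispense K18 P301L tau (15 uM plus 0.24 uM Alexa 594 tracer, final) in pH 7 sodium acetate; add compound; add heparin (20 uM final); incubate 6 hr, 37 C; add ThT (30 uM final); after 1 hr ambient, read FP.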
# TexasRed fluor = counter-screen for TRb-SRC2 inhibitors: fluorescence interference. Potency, µM (top dose mostly 106 µM), for inactives: at the highest dose fluorescence change, negative = quenching. AID 1479. TRb/SRC2 Texas Red total fluorescence interference. actives 0.29% (n = 280,000); active = well fitted curve in either direction with a large enough effect; inconclusive = small, poorly fitted or top-dose-only effect; note: % is set by controls: 0 for no effect and ±100 for the full control effect
#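 Human TRβ ligand-binding domain (0.6 uM) and Texas Red SRC2 peptide (20 nM) in Tris buffer with 1 uM T3 and 5% DMSO were incubated with pinned compound for 5 hr at ambient temperature. Total fluorescence was computed as S + 2P (555/632 nm).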
# HTT ATP protect = protects HTT-Q103 PC12 cells, measured by ATP | PC12 HTT-Q103 induced, cytoprotection, ATP luminescence, 40 h | Potency, µM (highest dose often 56.4 µM), inactives show cytoprotection (ATP increase), actives largely listed as activators | actives 0.14% (n = 230,000) | AID 1471;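 note: % of control where 0% means no effect; nearly all actives have a fitted effect of over 45% in size; toxic huntingtin expression switched on by the ecdysone agonist tebufenozide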
#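 Huntington model: PC12 line, ecdysone-inducible HTTQ103 exon1–GFP, tebufenozide 100 nM. Test articles in a dose series. Endpoint luminescence from cellular ATP.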
# Tau ThT inhib = tau fibrillization inhibition (ThT binding); recombinant tau K18 P301L, heparin-induced fibrillization, ThT fluorescence; actives 2.1% (n = 270,000); Potency, µM (series often up to 57.4 µM), for inactives: top-dose activity, negative = inhibition, actives largely listed as inhibitors; AID 1460; note: % is set by controls: 0 for no effect and ±100 for the full control effect; nearly all actives have a fitted effect of over 55% in size
#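 Using a mix of unlabeled (15 uM) and Alexa 594-labeled (0.24 uM) tau K18 P301L, heparin-triggered fibrillization over 6 hr at 37 C was scored by ThT fluorescence.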
# RECQ1 helicase = RECQ1 (human) helicase inhibition. Potency, µM (highest dose often 57.3 µM), for the others: at the highest dose activity, negative = inhibition, actives largely listed as inhibitors. AID 2549. P46063. actives 0.54% (n = 240,000). RECQ1 DNA unwinding, red fluorescence kinetic read;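 note: plate controls were vehicle for no effect and no enzyme for full effect; nearly all actives have a fitted effect of over 30% in size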
#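 50 nM RECQ1T1 preincubated 15 min with compound in Tris pH 8.0 buffer with MgCl2, DTT, Tween-20 and 2.5 ug/ml poly(dI-dC); started with 200 nM TAMRA/BHQ-2 forked duplex and 2 mM ATP. Unwinding read as fluorescence (525/598 nm), two reads 2 h apart.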
# TRb-SRC2 inh = inhibitors of human thyroid hormone receptor beta-SRC2 interaction | TRbeta-SRC2 peptide binding, fluorescence polarization; receptor liganded with 1 µM T3 | Potency, µM (series often up to 106 µM), without a hit: at the top dose activity change, negative = inhibition, actives largely listed as inhibitors | actives 0.065% (n = 280,000) | AID 1469;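 note: plate controls were bound peptide for no effect and peptide without receptor for full effect; nearly all actives have a fitted effect of over 50% in size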
#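 Assay buffer: 20 mM Tris-HCl, 100 mM NaCl, 10% glycerol, 1 mM EDTA, 0.01% NP-40, 1 mM DTT, 1 uM T3, 5% DMSO; TRb LBD 0.6 uM, Texas Red SRC2 20 nM; FP after 5 hr.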
# L3MBTL1 inh = blocks human L3MBTL1; AlphaScreen L3MBTL1–H3K9me1 peptide binding; Potency, µM (titrated, usually from 57.1 µM), without a hit: at the highest dose activity, negative = inhibition, actives largely listed as inhibitors; actives 0.66% (n = 230,000); note: % is set by controls: 0 for no effect and ±100 for the full control effect; nearly all actives have a fitted effect of over 60% in size
# Target sequence (Q9Y468 whole entry, looked up): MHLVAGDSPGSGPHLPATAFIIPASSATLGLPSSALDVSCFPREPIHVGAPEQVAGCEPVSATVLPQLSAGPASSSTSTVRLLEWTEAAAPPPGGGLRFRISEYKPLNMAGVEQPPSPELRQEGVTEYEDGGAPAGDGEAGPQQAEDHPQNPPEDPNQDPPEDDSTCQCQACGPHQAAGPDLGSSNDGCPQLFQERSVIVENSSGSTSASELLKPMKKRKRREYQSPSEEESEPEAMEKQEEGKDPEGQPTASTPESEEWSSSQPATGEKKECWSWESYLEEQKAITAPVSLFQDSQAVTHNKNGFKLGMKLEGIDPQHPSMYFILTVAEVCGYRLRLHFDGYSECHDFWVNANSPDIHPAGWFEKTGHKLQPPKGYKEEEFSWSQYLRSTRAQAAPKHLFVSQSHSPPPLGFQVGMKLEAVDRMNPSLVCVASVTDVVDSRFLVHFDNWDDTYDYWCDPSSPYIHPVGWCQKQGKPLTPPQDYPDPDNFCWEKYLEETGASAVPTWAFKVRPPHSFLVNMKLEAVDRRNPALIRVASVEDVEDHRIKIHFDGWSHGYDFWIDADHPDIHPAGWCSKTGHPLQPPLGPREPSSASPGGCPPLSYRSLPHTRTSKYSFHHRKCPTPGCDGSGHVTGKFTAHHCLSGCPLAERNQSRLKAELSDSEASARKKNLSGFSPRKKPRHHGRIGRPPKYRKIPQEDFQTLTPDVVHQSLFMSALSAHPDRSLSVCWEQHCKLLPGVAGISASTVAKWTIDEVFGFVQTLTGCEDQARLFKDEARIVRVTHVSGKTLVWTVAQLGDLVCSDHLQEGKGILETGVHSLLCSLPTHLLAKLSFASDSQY
#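 Read-out is AlphaScreen signal from streptavidin donor and nickel chelate acceptor beads (10 ug/mL final each) bridging L3MBTL1 (50 nM) and biotinylated K9-monomethylated H3(1-15) peptide (75 nM), after 30 min compound exposure at room temperature.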
# Tau fluor counter = counter-screen for tau fibril formation inhibitors; tau K18 P301L Alexa594 fluorescence, heparin fibrillization; Potency, µM (series often up to 57.7 µM), inactives show at the top dose activity change, negative = decrease; actives 0.93% (n = 280,000); note: % is set by controls: 0 for no effect and ±100 for the full control effect; nearly all actives have a fitted effect of over 55% in size
#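 Human tau K18 P301L (15 uM unlabeled, 0.24 uM Alexa 594-labeled) in 100 mM sodium acetate pH 7 with 20 uM heparin, 6 hr at 37 C. ThT 30 uM added, 1 hr ambient; Alexa 594 FP and total fluorescence read at 555/632 nm.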
# An asterisk follows results filed as active; i = inactive; ? = inconclusive; . = no result given; & = joins results of further samples; [ ] = another dose, or the depositor's remark. Unless noted, calls come from the whole dose curve; as a rule, active = well fitted curve in the direction sought with a large enough effect; inconclusive = small, poorly fitted or top-dose-only effect, or another doubt; inactive = no such curve, though single readings can be large; an effect the other way counts as inactive or inconclusive. Potency is the fitted concentration of half-maximal effect. Only part of the results is shown; the hit share may differ from the screen's.
SMILES,Tau fibril FP,TexasRed fluor,HTT ATP protect,Tau ThT inhib,RECQ1 helicase,TRb-SRC2 inh,L3MBTL1 inh,Tau fluor counter
Cc1cc(/C=N/O)c(C)n1-c1cccc(Cl)c1,3%,-1%,-36%,?,23%,1%,-20%,-16%
C=CC[n+]1c(-c2ccccc2)csc1NC(C)(C)C,-2%,-2%,18%[10 µM],0%,-1%,1%,?,7%
O=C(O)c1cccc(Cn2c(Cl)c(/C=N/NC(=O)c3cccc(O)c3)sc2=O)c1,-9%,-1%,-11%[10 µM],-5%,i,5%,4%,-9%
Cc1nc(N=Nc2cc(S(=O)(=O)O)ccc2S(=O)(=O)O)c(COP(=O)(O)O)c(C=O)c1O,?,-3%,-5%,?,-30%,3%,.,-24%
COc1cc(C)ccc1OCCOCCOc1ccccc1[N+](=O)[O-],2%,7%,40%[10 µM],-3%,-4%,4%,0%,-7%
CCN(CC(O)CON=C1c2ccccc2-c2ccccc21)S(=O)(=O)c1ccc(C)cc1 (centres undefined),?,12%,-2%[10 µM],-9%,-1%,0%,18%,?
Cc1cn(Cc2ccccc2Cn2cc(C)c(=O)[nH]c2=O)c(=O)[nH]c1=O,-1%,-5%,26%[10 µM],.,i,2%,.,8%
CCCc1cc(C(=O)Nc2c(C)n(C)n(-c3ccccc3)c2=O)no1,3%,5%,-6%,2%,-8%,-21%,.,-1%
Cc1ccc(S(=O)(=O)NCC2CCC(C(=O)NCc3ccc4c(c3)OCO4)CC2)cc1 (centres undefined),7%,-6%,-10%,-8%,i,-1%,.,-7%
COC(=O)[C@@]1(Cc2ccccc2)[C@H]2c3cc(C(=O)N4CCCC4)n(Cc4nc5ccccc5[nH]4)c3C[C@H]2CN1C(=O)c1ccccc1,-9%,1%,1%,?,i,4%,.,-19%
COc1ccc(-c2nnc(SC(C)C(=O)NCc3ccc4c(c3)OCO4)n2Cc2ccco2)cc1 (centres undefined),2%,-4%,-3%,-16%,i,2%,.,-3%
NC(=O)N(CCC(=O)O)c1ccccc1,-12%,-2%,15%[10 µM],-2%,-1%,6%,-29%,-3%
S=C(NCc1ccccn1)Nc1ccccc1,11%,-1%,-15%[10 µM],2%,-6%,8%,-9%,4%
Cc1cc(C(F)(F)F)nn1CC(=O)NNC(=S)Nc1ccc(Cl)cc1,-10%,0%,13%,-9%,-2%,-3%,0%,-16%
Cc1cccc(CN2CCN(CC(=O)N3CCCC3)C2=O)c1,-4%,-1%,22%[10 µM],-7%,i,-4%,.,-12%
COc1cc(-c2noc(-c3ccc(NC4CCCCC4)c([N+](=O)[O-])c3)n2)cc(OC)c1OC,?,-1%,.,-8%,.,-5%,.,?
CCOc1ccc(N2CC(O)=C(c3ccccc3)C2=N)cc1,13%,-3%,-10%,6%,i,9%,5%,8%
CCCNC(=S)N1CCN(c2nc(C)nc3sc4c(c23)CCCC4)CC1,4%,0%,1%[10 µM],-17%,-7%,1%,-18%,-21%
COc1ccc(N2C(=NC(C)=O)SC3CS(=O)(=O)CC32)cc1OC (centres undefined),5%,-2%,-18%[0.074 µM],4%,8%,-5%,0%,2%
CCOC(=O)c1cc(NC(=O)c2ccc(F)cc2)c(=O)n2c1oc1ccccc12,-3%,-42%,.,-1%,.,1%,.,-5%
COc1ccc(C2CC(c3ccccc3)=NN2C(=O)COC(=O)C2CC2)cc1 (centres undefined),-8%,2%,-10%[0.074 µM],-3%,-6%,8%,-6%,-2%
COc1ccccc1NC(=O)Cn1nnc(-c2ccccc2NS(=O)(=O)c2ccccc2)n1,?,-2%,-2%[10 µM],-2%,-1%,-1%,?,?
CCS(=O)(=O)c1nc(S(=O)(=O)c2ccc(Cl)cc2)c(N2CCc3ccccc3C2)s1,-2%,-4%,-12%[10 µM],-6%,-2%,-7%,-2%,-13%
COc1ccc(NS(=O)(=O)c2ccc(Br)s2)cc1OC,-2%,0%,-12%[0.074 µM],-5%,i,2%,-2%,-13%
COc1ccc(/C=N/NC(=O)c2nc(-c3ccccc3)cc(-c3ccccc3)n2)cc1O,?,-6%,7%[10 µM],?,-5%,-8%,-12%,?

# A second format for some results above.
mol | Tau fibril FP | TexasRed fluor | HTT ATP protect | Tau ThT inhib | RECQ1 helicase | TRb-SRC2 inh | L3MBTL1 inh | Tau fluor counter
O=C(O)c1cccc(Cn2c(Cl)c(/C=N/NC(=O)c3cccc(O)c3)sc2=O)c1 | -9% | -1% | -11%[10 µM] | -5% | i | 5% | 4% | -9%
Cc1nc(N=Nc2cc(S(=O)(=O)O)ccc2S(=O)(=O)O)c(COP(=O)(O)O)c(C=O)c1O | ? | -3% | -5% | ? | -30% | 3% | . | -24%
COc1cc(C)ccc1OCCOCCOc1ccccc1[N+](=O)[O-] | 2% | 7% | 40%[10 µM] | -3% | -4% | 4% | 0% | -7%
CCN(CC(O)CON=C1c2ccccc2-c2ccccc21)S(=O)(=O)c1ccc(C)cc1 (centres undefined) | ? | 12% | -2%[10 µM] | -9% | -1% | 0% | 18% | ?
Cc1cn(Cc2ccccc2Cn2cc(C)c(=O)[nH]c2=O)c(=O)[nH]c1=O | -1% | -5% | 26%[10 µM] | . | i | 2% | . | 8%
CCCc1cc(C(=O)Nc2c(C)n(C)n(-c3ccccc3)c2=O)no1 | 3% | 5% | -6% | 2% | -8% | -21% | . | -1%
Cc1ccc(S(=O)(=O)NCC2CCC(C(=O)NCc3ccc4c(c3)OCO4)CC2)cc1 (centres undefined) | 7% | -6% | -10% | -8% | i | -1% | . | -7%
COC(=O)[C@@]1(Cc2ccccc2)[C@H]2c3cc(C(=O)N4CCCC4)n(Cc4nc5ccccc5[nH]4)c3C[C@H]2CN1C(=O)c1ccccc1 | -9% | 1% | 1% | ? | i | 4% | . | -19%
COc1ccc(-c2nnc(SC(C)C(=O)NCc3ccc4c(c3)OCO4)n2Cc2ccco2)cc1 (centres undefined) | 2% | -4% | -3% | -16% | i | 2% | . | -3%
NC(=O)N(CCC(=O)O)c1ccccc1 | -12% | -2% | 15%[10 µM] | -2% | -1% | 6% | -29% | -3%
S=C(NCc1ccccn1)Nc1ccccc1 | 11% | -1% | -15%[10 µM] | 2% | -6% | 8% | -9% | 4%

# (next part)
SMILES,Tau fibril FP,TexasRed fluor,HTT ATP protect,Tau ThT inhib,RECQ1 helicase,TRb-SRC2 inh,L3MBTL1 inh,Tau fluor counter
CCCCNC(=O)C1CCN(C(=O)Nc2ccc(C)cc2)CC1,-4%,0%,-2%[1.9 µM],-11%,-4%,-18%,1%,-3%
COc1ccc(Br)cc1/C=N/NC(=O)c1cccc(S(=O)(=O)N2CCOCC2)c1,-2%,-1%,7%[10 µM],-2%,-18%,4%,-9%,-26%
COc1cc2nc(NCCCN3CCN(C)CC3)n3nc(-c4ccccc4)nc3c2cc1OC,-9%,1%,13%,7%,5%,5%,.,-3%
O=C(O)C1CC(=O)N(c2ccc(OCc3ccccc3)cc2)C1 (centres undefined),-5%,3%,15%,-8%,-12%,-7%,.,-5%
NC(=O)NC(=O)COC(=O)CCCc1c[nH]c2ccccc12,4%,.,-15%,1%,-13%,.,1%,-3%
CCOC(=O)C(=O)c1csc(NC(=O)CCSc2ccc(C)cc2)n1,-4%,-1%,-20%,-8%,-1%,-2%,.,-8%
Cc1cccc(CN2CCNC2=O)c1,11%,-4%,-11%,7%,-7%,-4%,-3%,3%
CCC(C)NC(=O)CSc1c2c(nc3cc(Cl)ccc13)CCCC2 (centres undefined),5%,-2%,.,-11%,.,2%,.,-2%
CCOc1ccccc1NC(=O)C1CCCN(S(=O)(=O)c2c(C)[nH]c(=O)[nH]c2=O)C1 (centres undefined),-1%&0%,1%&0%,-2%,-9%&-4%,-12%,-10%&-6%,.,-2%&0%
C=CCn1c(-c2ccccc2)nc2nc3ccccc3nc21,-6%,5%,15%,10%,-5%,3%,12%,5%
O=C1CCCc2cc(S(=O)(=O)N3CCCC(C(=O)Nc4ccc(F)c(Cl)c4)C3)ccc2N1 (centres undefined),-1%,-13%,.,-8%,.,0%,.,-28%
NNC(=O)c1ccc(COc2cccc3cccnc23)cc1,-2%,0%,17%[10 µM],?,i,1%,-11%,-6%
CN(C)c1ccc(NC(=O)CSC2=Nc3ccccc3C3=NC(CC(=O)NCc4ccccc4)C(=O)N23)cc1 (centres undefined),?,-7%,.,-11%,.,3%,.,-9%
Cc1ccccc1NS(=O)(=O)c1ccc(N2CCCC2=O)cc1,1%,0%,-55%[inhibitor],-7%,1%,5%,5%,-5%
COc1ccc(Nc2ncnc3ccc([N+](=O)[O-])cc23)c(OC)c1,-11%,-7%,-23%,?,i,-5%,-1%,-4%
O=C(CSc1nnc2scc(-c3ccccc3)n12)N1CCCc2ccccc21,-3%,-7%,15%,-15%,i,-4%,.,-10%
COc1ccccc1CNC(=O)CCS(=O)(=O)c1ccc2c(c1)CCN2C(C)=O,-6%,-16%,.,-3%,.,4%,.,-2%
COc1ccc(CCNC(=O)c2ccc3c(c2)N(Cc2cc(C)ccc2C)C(=O)c2ccccc2S3=O)cc1OC (centres undefined),-2%,-9%,.,3%,.,5%,.,-18%
COC(=O)C/C=C\[C@@H](C)[C@@H](/C=N\O[C@@H](C)c1cc(-c2c(C)cc(C)cc2C)no1)OC,3%[11.6 µM],?,-2%[10 µM],-12%[11.5 µM],-9%[11.5 µM],-8%[11.2 µM],.,-8%[11.6 µM]
COc1ccccc1NC(=O)C1=C(C)NC(=O)NC1c1ccccc1F (centres undefined),-3%,-4%,-5%,3%,-14%,-4%,-2%,4%
CCC(C)C1NC(=S)N(Cc2ccccc2)C1=O (centres undefined),?,0%,11%,-1%,-4%,-15%,5%,-4%
CCCCC#Cc1ccc(C(=O)NNC(=O)Nc2cc(Cl)cc(Cl)c2)o1,?,1%,6%[10 µM],8%,i,2%,4%,-21%

# Compound activity (PubChem BioAssay)
